# Assay outcomes (PubChem BioAssay)
# RGS4 inh: inhibitors of human RGS4; HEK293 M3R/RGS4 inducible, Fluo-4 calcium flux; hits give high values; triggered by carbachol at its EC20; B-score at 10 µM; hit rate 0.45% among 310,000; AID 463165;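 active = B-score, a plate-corrected calcium signal, over three deviations above library mean, with baseline fluorescence within five deviations of library mean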;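 note: RGS4 expression induced by doxycycline in cells with stable M3 receptor; B-score is computed from the integrated fluorescence ratio over baseline after carbachol; higher B-score means a larger calcium signal and so more RGS4 inhibition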
# Target sequence (P49798 whole entry, looked up): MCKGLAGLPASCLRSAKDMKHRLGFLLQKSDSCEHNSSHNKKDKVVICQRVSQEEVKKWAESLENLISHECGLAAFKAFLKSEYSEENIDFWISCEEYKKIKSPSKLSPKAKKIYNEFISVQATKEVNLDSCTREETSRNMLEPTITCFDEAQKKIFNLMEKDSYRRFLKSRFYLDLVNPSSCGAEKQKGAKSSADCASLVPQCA
# TMEM16A inh: mouse TMEM16A channel inhibition, primary screen | Q8BHY3 | HEK293 TMEM16A/YFP iodide influx fluorescence, ionomycin | normalized B-score (activity score, 25-100; higher = stronger inhibition) at 10 µM | hit rate 1.2% among 310,000 | AID 588511;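 active = ratio plate-corrected score three or more library SD toward inhibition, starting fluorescence score within five deviations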;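 note: score derived from kinetic fluorescence span divided by baseline fluorescence per well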
# KCNQ1 inh: human KCNQ1 channel inhibition; CHO-K1 KCNQ1, FluxOR thallium flux fluorescence; hits give high values; B-score at 10 µM; hit rate 1.3% among 310,000; AID 2642;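 active = compounds whose thallium flux B-score, printed positive for inhibition, exceeds three library SD while starting fluorescence stays within three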;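 note: channel opened by potassium depolarization with thallium stimulus after 20 min compound exposure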
# TMEM16A act: activators or potentiators of mouse TMEM16A chloride channel. Q8BHY3. HEK293 TMEM16A/YFP-H148Q/I152L, iodide quench fluorescence; hits give low values. B-score at 10 µM. hit rate 0.3% among 340,000;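 active = fluorescence-ratio B-score plate-corrected deviation score at least 3 library SD below zero, with starting fluorescence score within 5 deviations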;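 note: channel opened by trigger with iodide after compound preincubation; score built on the fluorescence ratio of max minus min over baseline; more negative score means more quench and so TMEM16A activation or potentiation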
# SKKanGAS inh: blocks kanamycin growth of S. pyogenes SKKanGAS strain. hit rate 1.3% among 300,000. AID 1662. inhibition, % at 7.5 µM. BacTiter-Glo, 6 h;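 active = mean replicate score, as percent of positive control median, at least 50; inconclusive = mean below 50 but one replicate at or above 50; inactive = mean and every replicate below 50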;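 note: strain carries kanamycin resistance gene driven by streptokinase promoter and grows in 40 µg/ml kanamycin; loss of luminescence reflects streptokinase promoter inhibition or plain growth inhibition; 0% = median of DMSO wells and 100% = positive control at its reference dose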
# RGS4 pot: RGS4 potentiation or activation; B-score at 10 µM; hit rate 0.92% among 310,000; HEK293 M3R/inducible RGS4, carbachol calcium flux Fluo4; hits give low values;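 active = B-score of the integrated calcium signal more than 4 SD below the library mean, with starting fluorescence not abnormally high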;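 note: negative B-score means reduced calcium response which marks RGS4 activation or potentiation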
#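 Assay system: HEK293 FlpIn-TREx cells, stable M3R, doxycycline-inducible RGS4 / Probe or stimulus: carbachol, ECmax concentration / Times: overnight RGS4 induction, 30 min dye load 37 °C, 20 min compound RT / Signal: kinetic calcium fluorescence imaging with Fluo4-AM dye, 2 µM / Measure: Agonist-evoked peak-minus-minimum fluorescence over baseline, integrated ratio, B score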
# KCNK3 inh: human KCNK3 channel inhibition, primary screen. CHO-KCNK3 thallium flux, FluxOR fluorescence; hits give low values. B-score at 10 µM. hit rate 0.84% among 340,000. AID 602410;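 active = B-score under library mean minus 4 SD, starting fluorescence ratio at most library mean plus 5 SD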;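 note: more negative B-score means stronger inhibition of thallium flux through KCNK3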
# KCNQ1 act: potentiates or activates the human KCNQ1 potassium channel; P51787; B-score at 10 µM; CHO-K1 KCNQ1, thallium flux FluxOR fluorescence; hits give high values; hit rate 0.35% among 310,000;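 active = fluorescence ratio B-score, a plate-corrected score, at least three library SD, with initial intensity B-score within 5 SD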
#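 Test system: CHO-K1 cells stably expressing KCNQ1 / Medium: assay buffer / Also added: depolarizing K+/Tl+ stimulus, K2SO4 and Tl2SO4 each 12.5 mM in 5x stock / Incubation: 90 min dye loading and 20 min compound exposure, both at room temperature / Signal: thallium influx via FluxOR fluorescence, kinetic imaging / Evaluation: B score of baseline-normalized fluorescence ratio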
# KCNK9 inh: inhibitors of human KCNK9 two-pore domain potassium channel; AID 488922; HEK293 KCNK9, FluxOR thallium flux fluorescence; hits give low values; hit rate 1.2% among 310,000; B-score at 10 µM; Q9NPC2;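 active = ratio B-score over 3 SD below the library mean, with starting fluorescence within 5 SD of its mean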;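 note: negative B-score means less thallium flux so channel inhibition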
# Target sequence (Q9NPC2 whole entry, looked up, the tested form may be a part): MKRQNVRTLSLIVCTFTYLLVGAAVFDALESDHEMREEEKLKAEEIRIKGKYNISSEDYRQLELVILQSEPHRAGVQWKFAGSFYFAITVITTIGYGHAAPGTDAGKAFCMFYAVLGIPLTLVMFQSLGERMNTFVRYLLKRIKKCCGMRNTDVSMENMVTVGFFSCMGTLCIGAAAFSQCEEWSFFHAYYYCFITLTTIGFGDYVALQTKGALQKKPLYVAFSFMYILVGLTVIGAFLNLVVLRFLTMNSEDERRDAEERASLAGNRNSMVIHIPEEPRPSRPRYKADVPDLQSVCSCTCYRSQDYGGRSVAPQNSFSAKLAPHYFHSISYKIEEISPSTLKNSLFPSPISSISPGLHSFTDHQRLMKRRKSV
# HDAC3 inhib: inhibitors of human histone deacetylase 3 | O15379 | recombinant HDAC3, fluorogenic peptide/trypsin coupled, fluorescence | inhibition, % at 8.3 µM | hit rate 0.15% among 320,000 | AID 2718; in the data active = inhibition above about 26%, passing the limit was not always enough; inconclusive = no clear call, values can overlap the other calls
# Target sequence (O15379 whole entry, looked up): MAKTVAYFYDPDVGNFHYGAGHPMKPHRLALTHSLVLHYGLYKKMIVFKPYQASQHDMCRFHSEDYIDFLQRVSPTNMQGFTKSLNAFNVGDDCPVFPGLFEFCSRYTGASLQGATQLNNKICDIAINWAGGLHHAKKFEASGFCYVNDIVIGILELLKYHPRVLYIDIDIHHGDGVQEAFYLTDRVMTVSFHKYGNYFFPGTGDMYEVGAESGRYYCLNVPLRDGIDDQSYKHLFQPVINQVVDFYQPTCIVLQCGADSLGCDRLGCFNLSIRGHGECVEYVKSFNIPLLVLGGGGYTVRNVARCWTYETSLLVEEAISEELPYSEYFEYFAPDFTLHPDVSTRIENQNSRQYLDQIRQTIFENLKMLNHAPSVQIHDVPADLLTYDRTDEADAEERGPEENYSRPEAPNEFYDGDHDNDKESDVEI
# hERG protect: hERG (human) protection from proarrhythmic block. Q12809. CHO-hERG, FluxOR thallium flux, dofetilide IC70 present. activation (rescue from dofetilide block), less the hit threshold, % at 10 µM. hit rate 0.51% among 310,000;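 active = activation above the mean of controls blocked by dofetilide plus 5 SD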;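 note: thallium influx through hERG after potassium depolarization seen as dye fluorescence rise; in these data hits start at about 4.7%; inactives centre near -7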
# The depositor's hits bear a star; i = inactive; ? = inconclusive; . = no result given.
compound	RGS4 inh	TMEM16A inh	KCNQ1 inh	TMEM16A act	SKKanGAS inh	RGS4 pot	KCNK3 inh	KCNQ1 act	KCNK9 inh	HDAC3 inhib	hERG protect
CC(=O)c1nc2ccccc2n1CCc1ccccc1	i	i	i	i	-10	i	i	i	i	8	-21
Cc1ccc(CN(c2ccc(C(=O)N3CCOCC3)cc2)S(C)(=O)=O)cc1	i	i	i	i	-2	i	i	i	i	2	-6
O=C(CSC(=S)N1CCOCC1)c1cc(Br)cc(Br)c1O	i	i	i	i	?	i	i	i	i	9	-9
COc1cc(NC(=O)c2cnn3c(C)cc(C)nc23)c(OC)cc1Cl	i	.	i	i	-5	i	i	i	i	.	-12
Cc1cc(=O)oc2cc(OCC(=O)OCC(=O)N(CCC#N)c3ccccc3)ccc12	i	i	i	i	-2	i	i	i	i	-5	-20
CC1(C)N=C(C(=O)c2ccccc2)N(O)C1(C)O (stereo not given)	i	i	i	i	0	i	i	i	i	4	-11
CC(C)COc1ccc(S(=O)(=O)n2cc(F)c(=O)[nH]c2=O)cc1	i	i	i	i	7	i	i	i	i	-1	5.0*
CN1CCN(C(=O)C2(NC(=O)Nc3ccccc3Cl)CCCCC2)CC1	i	i	i	i	-19	i	i	i	i	2	-5
O=c1cc(C(F)(F)F)nc(-c2ccccc2)[nH]1	i	i	i	i	2	i	i	i	i	2	-10
N#CC(=C1Nc2ccccc2N1)S(=O)(=O)c1ccccc1	i	i	i	i	-2	i	i	i	i	0	-5
CCOC(=O)c1ccc(NC(=O)CCc2ccc(CC)o2)cc1	i	100*	i	i	9	i	i	i	i	15	-16
CN(C)/C=C1\C=C2C(=O)c3ccccc3N2C1=O	i	i	i	i	19	i	i	i	i	10	-55
COc1ccccc1NS(=O)(=O)c1cccc(NC(=O)c2ccc3ccccc3n2)c1	i	i	i	i	9	i	i	i	i	1	-7
COC(=O)c1ccc(S(=O)(=O)N2CCCCC2)o1	i	i	i	i	-7	i	i	i	i	-2	-10
COc1ccc(-c2nc(-c3ccccn3)ncc2S(C)(=O)=O)cc1	i	i	i	i	0	i	i	i	i	-3	-2
Cc1nn(Cc2c(F)cccc2Cl)c(=O)c2ccccc12	i	i	i	i	1	i	i	i	i	2	-8
CC(C)c1ccc(NC(=O)CSc2nnc(-c3ccccn3)n2C)cc1	i	i	i	i	-2	i	i	i	i	-5	-8
COc1ccc(/C=C2\CCC(C3CCCC3)C2=O)cc1Cn1cccn1 (stereo not given)	i	i	i	i	2	i	i	i	i	.	-3
CN(C)C(=O)c1cnc(Sc2ncc(C(F)(F)F)cc2Cl)n1C	i	i	i	i	4	i	i	i	i	5	-7
CCCC(C)c1nnc(NC(=O)CCS(=O)(=O)c2ccccc2)s1 (stereo not given)	i	i	i	i	-2	i	i	i	i	0	-5
COc1ccc(N(CC(=O)NC2CCCC2)C(=O)Cn2nnc(-c3ccc(C)o3)n2)cc1	i	.	i	i	1	i	i	i	i	.	-11
O=C(CN1CCOCC1)Nc1cccc(C(=O)Nc2cccc(C(F)(F)F)c2)c1	i	i	i	i	1	i	i	i	i	-2	-7
COc1ccc(C(=O)Nc2scc(-c3ccc(Cl)cc3Cl)c2C(N)=O)cc1	i	i	i	i	17	i	i	i	i	-2	-3
CCCOc1ccc(-c2nnn(CC(=O)N3CCCCC3)n2)cc1	i	i	i	i	-10	i	i	i	i	2	-10
COc1ccc(NC(=O)CN2CCN(c3c(C)cc(C)cc3C)CC2)cc1	i	i	i	i	12	i	i	i	i	13	-8

# Complete entries, looked up by structure:
# CC(C)c1ccc(NC(=O)CSc2nnc(-c3ccccn3)n2C)cc1 as listed: RGS4 inh = i; TMEM16A inh = i; KCNQ1 inh = i; TMEM16A act = i; SKKanGAS inh = -2; RGS4 pot = i; KCNK3 inh = i; KCNQ1 act = i; KCNK9 inh = i; HDAC3 inhib = -5; hERG protect = -8
# CC1(C)N=C(C(=O)c2ccccc2)N(O)C1(C)O (stereo not given) as listed: RGS4 inh = i; TMEM16A inh = i; KCNQ1 inh = i; TMEM16A act = i; SKKanGAS inh = 0; RGS4 pot = i; KCNK3 inh = i; KCNQ1 act = i; KCNK9 inh = i; HDAC3 inhib = 4; hERG protect = -11

# Following part
compound	RGS4 inh	TMEM16A inh	KCNQ1 inh	TMEM16A act	SKKanGAS inh	RGS4 pot	KCNK3 inh	KCNQ1 act	KCNK9 inh	HDAC3 inhib	hERG protect
O=C1CC2C(=O)NCCN2C(=NC(=O)c2ccccc2)N1 (stereo not given)	i	i	i	i	-4	i	i	i	i	.	-1
Cc1ccc(C(=O)NCCc2c[nH]c3ccccc23)c(C)c1	i	i	i	i	3	i	i	i	i	5	-5
O=C(Cc1ccccc1F)OCC(=O)N1CCc2ccccc21	i	i	i	i	-28	i	i	i	i	1	-6
O=C(CN(C(=O)CCC(=O)Nc1nccs1)c1ccc(F)cc1)NCc1ccccc1	i	i	i	i	6	i	i	i	i	-1	-5
Cc1ccccc1C(=O)Nc1ccc(N(C)C)c2ccccc12	i	i	i	i	0	i	i	i	i	-1	-10
COc1ccc2oc(=O)c(C(=O)N3c4ccccc4CC3C)cc2c1 (stereo not given)	i	i	i	i	-14	i	i	i	i	0	-10
CC(C)CCOc1ccc(NC(=O)C2OC3OC(C)(C)OC3C3OC(C)(C)OC23)cc1 (stereo not given)	i	i	i	i	3	i	i	i	i	3	-11
COc1ccccc1NC(=O)/C(=N/OCc1ccc(F)cc1)C(C)=O	i	i	i	i	-9	i	i	i	i	13	-11
CCN(CC)CCCNc1ccc(-c2nnc(-c3ccc(OCC(C)C)cc3)o2)cn1	i	i	9*	-5.6*	13	i	i	i	i	-150	-25
COCCCNCC(=O)Nc1sc(C)c(C)c1C(=O)OC	i	i	i	i	0	i	i	i	i	3	-4
CC(NC(=O)CSc1n[nH]c(N)n1)c1ccccc1 (stereo not given)	i	i	i	i	4	i	i	i	i	5	-6
CCN=C1Sc2nc3ccc(OCC)cc3cc2CN1CCOC	i	i	i	i	-1	i	i	i	i	0	-7
CCOC(=O)c1ccc2c(c1)sc(=NC(=O)c1ccco1)n2CCOC	i	i	i	i	2	i	i	i	i	-7	-4
Cc1ccc(SCCCCN2CCNCC2)cc1	i	i	i	i	2	i	i	i	i	4	-5
Cc1cc(SCNC(=O)c2ccccc2)ncn1	i	i	i	i	-4	i	i	i	i	8	-1
CC(C)c1ccc(-c2noc(C3CCCN(C(=O)c4ccc(F)cc4F)C3)n2)cc1 (stereo not given)	i	i	i	i	-3	i	-9.8*	i	i	15	-11
CCCN(C(=O)CN1C(=O)NC2(CCCCCC2)C1=O)C1CCS(=O)(=O)C1 (stereo not given)	i	i	i	i	2	i	i	i	i	.	-5
Oc1[nH]c2ccccc2c1C=NCC1CCCO1 (stereo not given)	i	i	i	i	-1	i	i	i	i	0	-12
CCN1C(=O)c2cccc3c(NC(=O)c4ccccc4)ccc1c23	i	i	i	i	-12	i	i	i	i	7	-2
Cc1ccc(NC(=O)CC2SC(=O)NC2=O)cc1 (stereo not given)	i	i	i	i	0	i	i	i	i	9	-7
O=S(=O)(c1ccccc1)c1ccccc1/C=N\O	i	i	i	i	-4	i	i	i	i	9	-6
Cc1ccccc1OC(C)C(=O)N1CCN(c2ccccn2)CC1 (stereo not given)	i	i	i	i	-1	i	i	i	i	-1	-7
CN(C)C(=O)CSc1cccc2cccnc12	i	i	i	i	13	i	i	i	i	-8	-6
O=C(c1ccc(F)cc1F)N1CCN(c2ccccn2)CC1	i	i	i	i	2	i	i	i	i	-13	-3
CCC(CC)C(=O)N=C1SC2CS(=O)(=O)CC2N1CCc1ccc(OC)c(OC)c1 (stereo not given)	i	i	i	i	-2	i	i	i	i	7	-9

# 3 compounds from above, limited to HDAC3 inhib:
SMILES	HDAC3 inhib
N#CC(=C1Nc2ccccc2N1)S(=O)(=O)c1ccccc1	0
COc1ccc(C(=O)Nc2scc(-c3ccc(Cl)cc3Cl)c2C(N)=O)cc1	-2
CN(C)C(=O)c1cnc(Sc2ncc(C(F)(F)F)cc2Cl)n1C	5

# Further entries follow.
compound	RGS4 inh	TMEM16A inh	KCNQ1 inh	TMEM16A act	SKKanGAS inh	RGS4 pot	KCNK3 inh	KCNQ1 act	KCNK9 inh	HDAC3 inhib	hERG protect
Cc1cccc(S(=O)(=O)C(C#N)c2nc3ccccc3nc2N2CCOCC2)c1 (stereo not given)	i	100*	i	i	-5	i	i	i	i	-4	2
Cc1nn(-c2ccccc2)c(Cl)c1/C=C1\SC(=S)NC1=O	i	100*	i	i	34	i	i	28*	i	14	19*
Cc1cccc(NC(=O)c2cccc(NC3=NC4CS(=O)(=O)CC4S3)c2)c1 (stereo not given)	i	i	i	i	-1	i	i	i	i	5	-10
CN(C)C(=O)CSC1c2ccccc2C(=O)N1c1ccccc1 (stereo not given)	i	i	i	i	-1	i	i	i	i	2	-9
C=CCn1c(SC(C)C(=O)NC2CC2)nnc1-c1ccoc1C (stereo not given)	i	i	i	i	-5	i	i	i	i	-10	-18
CCOC(=O)C1(CCc2ccccc2)CCN(C(=O)CN2CCOC2=O)CC1	i	i	i	i	-8	i	i	i	i	-4	-18
CC(C)COC(=O)C(C)Nc1n[nH]c(=S)[nH]c1=O (stereo not given)	i	i	i	i	-3	i	i	i	i	0	-6
COc1cc(C2c3c(oc4ccccc4c3=O)C(=O)N2CCN2CCOCC2)cc(OC)c1OC (stereo not given)	i	i	i	i	-11	i	i	i	i	-6	-5
CCc1nnc(NC(=O)CSc2nnc(CNc3ccc(Cl)cc3)o2)s1	i	i	i	.	-1	i	i	i	i	5	-8
O=C(O)c1ccc(N2C(=O)CC(SC(=NCc3ccc4c(c3)OCO4)Nc3ccccc3)C2=O)cc1 (stereo not given)	i	i	i	i	16	i	i	i	i	-6	-13
COC(=O)N/N=C\c1c(C)[nH]n(-c2ccccc2)c1=O	i	i	i	i	1	i	i	i	i	0	-7
O=C(Nc1cccc(Cl)c1)Nc1ccc(Br)cc1F	i	i	9*	i	22	i	i	i	i	-2	-13
CCCN1CCN(C(=O)c2cc3c(s2)-c2ccccc2OC3)CC1	i	i	i	i	0	i	i	i	i	-130	-3
Cc1ccnc(NS(=O)(=O)c2ccc(NC(=O)C3CCCCC3)cc2)n1	i	i	i	i	3	i	i	i	i	-1	-6
